Compound activity deposited in PubChem BioAssay by Sanford-Burnham Center for Chemical Genomics.
CCR6 antag – blocks CCL20-driven beta-arrestin recruitment at human CCR6; inhibition, % at 20 µM; 340,000 tested, 0.49% active; P51684; CHO-K1 CCR6 PathHunter beta-arrestin, luminescence, CCL20-stimulated;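 active means compounds whose inhibition of the agonist-driven luminescence signal at 20 µM reaches about 50%, limit read from the data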;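 further: cells stimulated with CCL20 at 14 nM final; plate controls were DMSO with CCL20 for no effect and DMSO without agonist for full effect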
NR3A LBD binder – NR3A (human) ligand-binding domain modulation. NR3A LBD differential scanning fluorimetry, Tm shift; 0% = protein alone, 100% = glycine-bound protein. Tm shift relative to glycine control, % at 25 µM. 340,000 tested, 2.5% active;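 active means melting temperature shift of at least 10% of the positive control shift, at one fixed dose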
Gli-Sufu antag – antagonists of Gli-Sufu signaling | Sufu-KO-LIGHT fibroblasts, Gli luciferase reporter luminescence | inhibition, % at 5 µM | 340,000 tested, 0.74% active;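 active means inhibition above about 55%, limit read from the data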;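 further: 0% = DMSO-treated cells and 100% = wells with medium but no cells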
A3A deaminase – blocks human APOBEC3A ssDNA deamination | inhibition, % at 20 µM | recombinant A3A, FAM/TAMRA ssDNA deamination fluorescence | 330,000 tested, 0.41% active;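 active means at least 40% inhibition at 20 µM here, with at most 30% in a related deaminase screen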;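 further: plate controls were A3A with DMSO for no effect and wells lacking A3A enzyme for full effect; some results filed as inactive read as strong as hits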
Target sequence (P31941 whole entry, looked up): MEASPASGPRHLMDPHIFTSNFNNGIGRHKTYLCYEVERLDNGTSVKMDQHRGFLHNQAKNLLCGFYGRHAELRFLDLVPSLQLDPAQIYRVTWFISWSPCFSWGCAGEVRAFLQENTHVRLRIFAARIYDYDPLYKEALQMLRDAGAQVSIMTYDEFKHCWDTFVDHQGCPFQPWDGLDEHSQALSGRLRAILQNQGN
APOBEC3G inh – APOBEC3G (human) deaminase inhibition. Q9HC16. recombinant A3G, ssDNA deamination FAM/TAMRA fluorescence. inhibition, % at 20 µM. 330,000 tested, 0.28% active. AID 493012;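 active means inhibition of at least 40% at 20 µM, with no more than 30% in the related APOBEC3A deaminase screen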;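 further: plate controls were DMSO wells with A3G for no effect and wells lacking A3G enzyme for full effect; some compounds called inactive have numbers as strong as hits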
Target sequence (Q9HC16 whole entry, looked up): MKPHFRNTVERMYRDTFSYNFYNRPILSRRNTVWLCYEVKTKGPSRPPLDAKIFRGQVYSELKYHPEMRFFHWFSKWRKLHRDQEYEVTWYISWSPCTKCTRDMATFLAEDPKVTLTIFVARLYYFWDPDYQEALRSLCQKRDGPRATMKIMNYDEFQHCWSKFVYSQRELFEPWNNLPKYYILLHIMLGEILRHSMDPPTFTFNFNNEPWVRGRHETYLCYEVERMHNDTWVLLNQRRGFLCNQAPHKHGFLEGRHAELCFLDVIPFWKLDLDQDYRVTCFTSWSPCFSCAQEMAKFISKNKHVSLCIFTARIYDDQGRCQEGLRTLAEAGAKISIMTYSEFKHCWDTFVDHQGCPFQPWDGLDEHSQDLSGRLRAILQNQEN
CXCR6 inh – CXCR6 (human) receptor inhibition. inhibition, % at 20 µM. 360,000 tested, 0.36% active. AID 602244. CHO-K1 PathHunter CXCR6 beta-arrestin, luminescence. O00574; in the data active means inhibition above about 34%, passing the limit was not always enough;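 further: antagonist mode with CXCL16 agonist at 10 nM final; 0% = 10 nM CXCL16 with DMSO and 100% = unstimulated wells without agonist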
Target sequence (O00574 whole entry, looked up): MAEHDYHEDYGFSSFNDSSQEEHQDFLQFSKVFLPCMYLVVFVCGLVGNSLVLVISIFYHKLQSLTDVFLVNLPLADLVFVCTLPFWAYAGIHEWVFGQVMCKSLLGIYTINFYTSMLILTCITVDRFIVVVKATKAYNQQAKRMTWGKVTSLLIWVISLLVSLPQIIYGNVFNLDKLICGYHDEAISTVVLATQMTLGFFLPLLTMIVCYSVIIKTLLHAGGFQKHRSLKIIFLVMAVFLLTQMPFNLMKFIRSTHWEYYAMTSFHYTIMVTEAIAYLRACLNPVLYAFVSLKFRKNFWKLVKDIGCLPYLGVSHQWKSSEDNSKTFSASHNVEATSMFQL
EBI2 block – antagonists of human EBI2 receptor | 360,000 tested, 0.81% active | AID 651636 | EBI2 beta-arrestin recruitment, luminescence, 7a,25-OHC stimulated | inhibition, % at 5 µM; in the data active means inhibition above about 38%;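 further: enzyme fragment complementation signal reports receptor beta-arrestin coupling in cells; 0% = agonist plus DMSO wells and 100% = wells without agonist; some results beyond the cut were filed as inactive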
MPTP block – inhibitors of mitochondrial permeability transition pore; isolated mouse mitochondria, Ca2+ swelling absorbance, 30 min; inhibition, % at 10 µM; 360,000 tested, 1.4% active;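 active means inhibition of 50% or more, scaled per plate between neutral and stimulator controls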;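 further: 0% = DMSO wells given calcium and 100% = 1 mM EGTA wells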
* hit, by the source's call; x = not tested or not shown.

Start of the data: the first 11 entries as a preview:
SMILES	CCR6 antag	NR3A LBD binder	Gli-Sufu antag	A3A deaminase	APOBEC3G inh	CXCR6 inh	EBI2 block	MPTP block
O=C1C[C@@H]2c3c(cccc3CN1Cc1ccccc1)C[C@@H](O)[C@H]2O	-4.5	-1.8	-3.7	x	x	-4.3	6.6	-0.3
S=c1ccc2ccccc2[nH]1	1.0	3.5	-3.2	-1.9	13.0	-1.4	1.3	-2.8
CCN(CC)C(=O)CP(=O)(c1ccccc1)c1ccccc1	12.6	-1.4	-0.6	1.8	1.6	-19.0	-10.4	-4.8
CSCCC(NS(=O)(=O)c1ccc2c(c1)oc(=O)n2C)C(=O)NC1CCN(Cc2ccccc2)CC1 (centres undefined)	2.9	-0.3	37.1	1.2	-6.2	-11.4	-2.1	0.1
O=C(NCCCN1CCN(c2cccc(Cl)c2)CC1)c1ccc(N2CCCC2=O)cc1	13.2	1.6	-29.4	-9.1	-3.7	6.6	0.7	4.8
CCOC(=O)CCCCC1C(CCCC(=O)OCC)C=NN1C (centres undefined)	4.2	-0.2	-11.4	x	x	6.1	10.7	-1.7
O=C(CCc1ccccc1)N1N=C(c2ccncc2)CC1(O)C(F)(F)F (centres undefined)	-19.1	0.0	-7.1	2.3	-0.8	-1.9	-4.6	2.2
COCCN(CC(=O)Oc1ccccc1P(=O)(OC)OC)Cc1ccccc1	-5.2	-0.6	-15.4	-0.4	-5.7	2.2	-2.5	2.2
O=C(CSC1=NS(=O)(=O)c2ccccc2N1)Nc1ccccc1F	2.5	-7.7	-7.7	-1.4	3.0	9.2	-1.7	0.3
COc1ccc(Cc2nnc(NC(=O)c3cccc(C)c3)s2)cc1	6.2	-4.6	-2.2	-5.0	-8.2	-1.4	-6.2	0.2
COC(=O)c1cnc(SCc2ccc([N+](=O)[O-])cc2)n1C	5.7	-0.4	2.2	-0.8	-2.9	-11.0	3.8	1.4

The listing, from the start:
SMILES	CCR6 antag	NR3A LBD binder	Gli-Sufu antag	A3A deaminase	APOBEC3G inh	CXCR6 inh	EBI2 block	MPTP block
O=C1C[C@@H]2c3c(cccc3CN1Cc1ccccc1)C[C@@H](O)[C@H]2O	-4.5	-1.8	-3.7	x	x	-4.3	6.6	-0.3
S=c1ccc2ccccc2[nH]1	1.0	3.5	-3.2	-1.9	13.0	-1.4	1.3	-2.8
CCN(CC)C(=O)CP(=O)(c1ccccc1)c1ccccc1	12.6	-1.4	-0.6	1.8	1.6	-19.0	-10.4	-4.8
CSCCC(NS(=O)(=O)c1ccc2c(c1)oc(=O)n2C)C(=O)NC1CCN(Cc2ccccc2)CC1 (centres undefined)	2.9	-0.3	37.1	1.2	-6.2	-11.4	-2.1	0.1
O=C(NCCCN1CCN(c2cccc(Cl)c2)CC1)c1ccc(N2CCCC2=O)cc1	13.2	1.6	-29.4	-9.1	-3.7	6.6	0.7	4.8
CCOC(=O)CCCCC1C(CCCC(=O)OCC)C=NN1C (centres undefined)	4.2	-0.2	-11.4	x	x	6.1	10.7	-1.7
O=C(CCc1ccccc1)N1N=C(c2ccncc2)CC1(O)C(F)(F)F (centres undefined)	-19.1	0.0	-7.1	2.3	-0.8	-1.9	-4.6	2.2
COCCN(CC(=O)Oc1ccccc1P(=O)(OC)OC)Cc1ccccc1	-5.2	-0.6	-15.4	-0.4	-5.7	2.2	-2.5	2.2
O=C(CSC1=NS(=O)(=O)c2ccccc2N1)Nc1ccccc1F	2.5	-7.7	-7.7	-1.4	3.0	9.2	-1.7	0.3
COc1ccc(Cc2nnc(NC(=O)c3cccc(C)c3)s2)cc1	6.2	-4.6	-2.2	-5.0	-8.2	-1.4	-6.2	0.2
COC(=O)c1cnc(SCc2ccc([N+](=O)[O-])cc2)n1C	5.7	-0.4	2.2	-0.8	-2.9	-11.0	3.8	1.4
CN(C)S(=O)(=O)c1ccc2c(c1)C(=NO)c1cc(S(=O)(=O)N(C)C)ccc1-2	-0.9	1.4	-22.9	-2.4	-6.0	-1.9	2.4	-0.3
CCCNC(=O)Cn1cnc2sc(C(=O)N3CCCC(C(=O)OCC)C3)c(C)c2c1=O (centres undefined)	-5.0	5.1	0.8	-4.3	0.8	-1.4	-1.6	0.7
CC(C)CCn1c(SCC(=O)Nc2ccccc2C(F)(F)F)nc2nccnc2c1=O	20.4	-1.6	-15.1	2.4	1.3	6.1	6.5	-0.1
COc1ccc2cnn(Cc3ccccc3)c(=O)c2c1OC	-20.7	0.9	3.1	-2.0	1.4	-3.9	1.5	-0.6
CCN(CC)S(=O)(=O)c1cccc(C(=O)NC(Cc2c[nH]c3ccccc23)c2nnc3n2CCCCC3)c1 (centres undefined)	11.7	-2.5	-8.0	2.3	-2.9	6.9	-3.8	-2.8
Cc1ccc(C2(C)NC(=O)N(CC(=O)Nc3cc(S(=O)(=O)N(C)C)ccc3C)C2=O)cc1 (centres undefined)	6.0	-3.1	-7.0	-2.2	-7.1	0.9	-10.9	0.5
CCC(=O)Nc1ccc(Oc2ccc3c(c2)C(=O)N(c2ccc(O)cc2)C3=O)cc1	-2.0	-7.9	-15.1	2.0	-3.2	1.5	13.4	4.7
CCn1c(-c2cc(-c3ccccc3OC)nc3ccccc23)n[nH]c1=S	8.7	0.5	8.0	-0.9	-8.4	-6.5	8.2	-0.8
CN(C(=O)c1ccc(NC(=O)Cc2cccc(NC(=O)C3CCCN(C(=O)CCc4ccccc4)C3)c2)cc1)C1CCCC1 (centres undefined)	5.1	22.4*	0.3	0.8	-1.8	-7.2	-12.7	5.1
O=C(CN1C(=O)NC2(CCCCCC2)C1=O)NCc1cccs1	0.8	-0.3	-5.8	-3.9	-7.3	-7.8	1.1	0.2
Cc1ccc2nc(NC(=O)c3cc(-c4ccco4)nc4ccccc34)sc2c1	24.6	7.3	-6.5	-1.8	-1.7	1.4	8.9	0.4
CCc1ccccc1N1CC23C=CC(O2)C(C(=O)O)C3C1=O (centres undefined)	8.8	-0.3	-42.6	-2.0	-4.5	-8.1	-12.6	-0.9
Cn1c(C(=O)O)c(CC(=O)N2CCC(Cc3ccccc3)CC2)c2ccccc21	-6.1	-0.3	-1.0	-4.7	-6.8	-5.4	-5.4	2.0
CC(C)N1CCN(Cc2ccoc2)CC1CCO (centres undefined)	-1.7	0.8	-0.4	-1.5	-1.6	4.2	-5.2	-1.1
CCCc1cc(=O)oc2cc(OC(C)C(=O)NCC3CCC(C(=O)O)CC3)c(Cl)cc12 (centres undefined)	8.6	0.8	-23.4	0.7	-6.8	-1.2	-2.8	-0.8
Cc1cccc(C)c1OCC(=O)Nc1oc(-c2ccccc2)c(-c2ccccc2)c1C#N	15.3	3.5	12.8	-2.3	-6.3	-5.9	25.3	7.8
CCCn1c(=O)c2ccccc2n2c(SCCOc3ccccc3F)nnc12	5.3	1.4	14.9	0.8	-0.3	-6.5	7.6	2.8
N#C/C(=C\c1ccc([N+](=O)[O-])cc1)c1nc(C2CC2)cs1	-3.4	-11.3	-19.5	10.7	9.4	-16.2	0.2	11.4
CCOc1ccc(OCC)c(NC(=O)CSc2nc3cccnc3n2C)c1	6.1	-0.6	6.3	-2.5	-8.4	-2.0	0.0	9.1
CC1CCN(CCCNC(=O)CCc2nnc3n(CCc4ccccc4)c(=O)c4ccccc4n23)CC1	12.2	-0.2	21.0	-1.4	-3.2	2.7	3.0	-1.2
O=C1CC(N2CCSCC2)C(=O)N1c1cccc(Br)c1 (centres undefined)	8.3	2.3	-3.1	-0.3	-2.6	2.5	-11.9	-2.2
O=C(CC1Sc2ccccc2NC1=O)NNc1cccc(Cl)c1Cl (centres undefined)	-4.8	-3.9	-4.7	x	x	-1.4	-16.9	0.3
CCOCCCN(C(=O)Cn1nnc(-c2ccc(C)o2)n1)C(C(=O)NC1CCCC1)c1ccco1 (centres undefined)	14.9	-0.1	25.7	1.5	3.2	-4.2	-3.2	0.2
O=C(Nc1nc2ccccc2[nH]1)c1ccc(Br)o1	25.4	-1.8	-41.7	1.2	-3.9	19.2	-16.9	-0.5
O=C(COC(=O)/C=C/c1nc2ccccc2s1)Nc1ccccc1Oc1ccccc1	3.0	-3.7	2.0	3.0	1.5	-4.6	-3.9	0.8
COc1ccc(NC(=O)c2cn3c(nc4ccccc43)c(C#N)c2C)cc1	7.3	-2.4	-4.9	8.9	22.1	-4.9	2.2	2.5
S=C(Nc1cccnc1)NC1CC2CCC1C2 (centres undefined)	-7.4	2.9	3.2	-6.8	-10.8	3.9	-21.4	-0.9
N#CCC(=O)Nc1ccc(C(=O)OCC(=O)NC(=O)Nc2ccc3c(c2)OCCO3)cc1	1.8	3.0	-13.0	3.2	-0.2	2.9	4.0	0.2
CN(C(=O)c1ccc(NC(=O)Cc2ccc(NC(=O)C3CCN(C(=O)c4ccccc4)CC3)cc2)cc1)C1CCCC1	-4.4	0.9	0.9	x	x	3.0	-5.4	-1.5
CCOC(=O)c1cc2sc(C)cc2n1CC(=O)N1CCc2ccccc21	20.9	0.0	17.2	-3.1	6.8	8.8	16.8	1.3
CC1CN(C(c2ccco2)c2sc3ncnn3c2O)CC(C)O1 (centres undefined)	-1.7	-0.3	-2.2	-4.9	-3.7	0.9	1.3	0.8
O=C(Nc1ccncc1NC(=O)c1cccc([N+](=O)[O-])c1)c1cccc([N+](=O)[O-])c1	-12.6	5.8	4.4	3.3	11.3	4.5	-5.5	0.3
COc1cccc(C2/C(=C(\O)c3ccc4c(c3)OCCO4)C(=O)C(=O)N2c2nnc(C)s2)c1 (centres undefined)	16.6	0.7	2.3	-4.9	-3.5	6.5	8.9	-0.7
O=C(O)CCCC(=O)N1N=C(c2ccccc2)CC1c1ccc2c(c1)OCO2 (centres undefined)	3.1	-1.7	-1.0	-4.0	-1.4	3.7	3.3	-1.8
CNc1ncnc(NC)c1[N+](=O)[O-]	6.7	-2.6	2.0	x	x	-8.3	2.5	0.4
COc1ccc(C(=O)NC(=S)Nc2cccc(Cl)c2N2CCOCC2)cc1[N+](=O)[O-]	33.2	-0.8	14.3	3.2	-1.3	26.9	41.7*	1.8
Cc1ccc(Cn2nc(C)c(C(=O)NCC(c3cccs3)N3CCOCC3)c2Cl)cc1 (centres undefined)	16.5	3.9	1.0	4.3	9.9	-10.5	12.1	-0.4
O=C(/C=C/c1ccc(Cl)c([N+](=O)[O-])c1)c1ccc(O)cc1	40.6	4.1	-8.6	-9.3	-6.9	15.0	5.7	17.9
O=C(/C=C/c1ccco1)N(Cc1ccc(F)cc1)C1CCS(=O)(=O)C1 (centres undefined)	1.9	-2.5	4.6	-0.2	-8.1	6.0	3.8	1.8

The list goes on:
SMILES	CCR6 antag	NR3A LBD binder	Gli-Sufu antag	A3A deaminase	APOBEC3G inh	CXCR6 inh	EBI2 block	MPTP block
C=CCn1c(=O)c2ccccc2n2c(SCc3cc(=O)n4ccsc4n3)nnc12	-6.5	-3.0	2.3	-0.9	-4.8	7.0	-9.6	0.3
Fc1ccc(-c2nnc(-c3ccc4ccccc4c3)o2)cc1	6.0	-1.9	-75.3	x	x	6.9	-4.1	1.4
Cc1oc(-c2cccc(Cl)c2)nc1CN1CCC(C(=O)NCC2CCCO2)CC1 (centres undefined)	-4.5	-3.7	-56.8	0.8	-1.5	-2.1	-7.3	-0.5
N#Cc1c(N)n(C2OC(CO)C(O)C2O)c2ncnc(N)c12 (centres undefined)	5.8	-1.0	-113.1	x	x	-8.7	-1.3	-0.4
